# SSB-PriA inh: K. pneumoniae PriA-SSBct interaction inhibition | AlphaScreen SSBct-PriA binding, biotinylated peptide | inhibition, % at 33 µM | 430,000 compounds, 0.6% hits | AID 1272365; in the data active = inhibition mostly above about 37%, no sharp cut-off; inactive = mostly below about 20%;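 also: plate controls were negative control peptide for no effect and reference peptide for full effect; strong numbers were not always called active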
# * = called active by the depositor; & = joins results of further samples. A portion of the library; rates above refer to the full screens.
SMILES,SSB-PriA inh
Cc1cc(-c2csc(Nc3ccc(S(C)(=O)=O)cc3)n2)c(C)o1,-10.0
C1=CCC(C=Nn2cnnc2)CC1 (configuration not stated),-12.1
O=C(Cc1c[nH]c2ccccc12)Nc1cnc(N2CCOCC2)nc1,-11.0
O=C(Cn1c(=O)oc2ccccc21)N1CCC(Cn2c(C(F)(F)F)nc3ccccc32)CC1,-1.0
O=C(Nc1cnc(-n2cccn2)nc1)c1cccc(C(F)(F)F)c1,-2.0
CC(C)(C)NC(=O)N1CCC(Oc2cnccn2)CC1,-5.0
CCOc1ccc(S(=O)(=O)N2CC(n3ccnn3)C2)cc1C,-20.0
CC1Sc2sc(=S)sc2SC(C)(C)C1=O (configuration not stated),25.0
O=S(=O)(NC[C@H](O)c1csc2ccccc12)c1cccnc1,-9.0
Cc1cc(-c2nnc(NC(=O)c3ccc4c(c3)OCO4)o2)n(C)n1,-2.0
O=C(CCl)Nn1cnc2c(cnn2-c2cccc(Cl)c2)c1=O,-8.0
O=C(CSc1nnc(NC(=O)c2ccc(Br)o2)s1)Nc1cc(C(F)(F)F)ccc1Cl,-3.0
O=C(NC[C@H](O)c1ccoc1)c1cc(=O)c2ccccc2o1,-2.0
CSc1ccc(C(=O)Nc2cc(C)nn2-c2nc3ccccc3s2)cc1,-12.0
CCOC(=O)N1CCN(CC(=O)Nc2cc(C)c3c(=O)oc4ccccc4c3n2)CC1,-4.0
CCN(CC)S(=O)(=O)c1ccc(NN=Cc2ccc(O)cc2O)nc1,90.5
COc1ccc(C(=O)Cn2nc(-c3ccccc3)c3sc(N4CCOCC4)nc3c2=O)cc1OC,2.0
O=C(Nc1ccc2c(=O)c3cccc(Cl)c3oc2c1)c1ccco1,11.0
c1ccc(CN2CCC(Nc3ncnc4sc5c(c34)CCCC5)CC2)cc1,17.0
O=C(CSc1nnc(CN2CCOCC2)o1)Nc1ccc(Br)cc1,-9.0
O=C(CC1SC(=NN=Cc2cccs2)NC1=O)Nc1ccc(Cl)c(Cl)c1 (configuration not stated),-6.2
O=C1CCSCC(C(=O)Nc2ccc3c(c2)Cc2ccccc2-3)N1 (configuration not stated),-6.0
Cc1ccc(S(=O)(=O)c2nnn3c2nc(N2CCN(C(=O)c4ccco4)CC2)c2cc(Cl)ccc23)cc1C,-3.0
COc1cc(C)c(C)cc1S(=O)(=O)NCC(O)c1ccoc1 (configuration not stated),-15.0
Cc1nnsc1C(=O)N1CCC(CNC(=O)CSC2CCCC2)CC1,4.0
Cc1nn(C)c(C)c1C(=O)NCC1(O)Cc2ccccc2C1,-2.0
COc1ccc(CCNc2cc(C)nc3c(-c4ccccc4Cl)cnn23)cc1OC,-12.0
CCn1c(SCC(=O)Nc2ccccc2C(F)(F)F)nc2c(-c3ccccc3)csc2c1=O,-19.0
O=C(c1cc2ccccc2o1)N1CCC(S(=O)(=O)c2ccc(Cl)cc2)C1 (configuration not stated),-2.0
CN(C)S(=O)(=O)c1ccc(C(=O)N2CCC(Oc3cnccn3)CC2)cc1,-10.0
O=C(Nn1cnc2c(cnn2-c2ccc(F)cc2)c1=O)c1ccc(Cl)cc1,-12.0
Cc1ccccc1-c1noc(CSc2nc3ccsc3c(=O)n2C2CC2)n1,-2.0
O=C(Nc1ccn2nccc2c1)c1cc2ccccc2s1,-7.0
Cc1ccccc1C=NN1CCN(c2ccccc2)CC1,13.7
CC(=O)Nc1ccc(C(=O)N2CCC(Oc3ncccc3Cl)CC2)cc1,3.0
COc1cc2nc(NC(=O)c3ccccc3NS(=O)(=O)c3ccc(C)cc3)sc2cc1OC,4.0
Cc1noc(CNC(=O)c2ccc(-n3cncn3)nn2)n1,-10.0
CCOC(=O)Cn1c(=NC(=O)c2ccc([N+](=O)[O-])o2)sc2c(C)cc(C)cc21,-5.0
CC1(C)COc2ccc(NC(=O)c3ccc(C(C)(C)C)cc3)cc2NC1=O,21.0
CC(=O)c1ccc(S(=O)(=O)N2CCC[C@@H]2CS(=O)(=O)c2ccccc2)cc1,-13.0
CNC(=O)Cc1cc(=O)[nH]c(SCc2cccc(C(F)(F)F)c2)n1,6.0
Cc1ccc2nc(N3CCN(C(=O)c4ccc(N(C)C)cc4)CC3)sc2c1,-14.0
COc1cccc(-c2nc(Cn3ccn4nc(-c5ccc(C)cc5)cc4c3=O)c(C)o2)c1OC,-16.0
O=S(=O)(NCc1ccncc1)c1ccc2c(c1)OCCO2,4.0
Cc1nnc(NC(=O)CSc2ccnc3c2c(=O)n(C)c(=O)n3C)s1,-21.0
CS(=O)(=O)c1ccc(-c2cccc(NC(=O)C3CC3)c2)nn1,10.0
COCCN(Cc1ccncc1)C(=O)Cc1ccc(SC(C)C)cc1,-4.0
O=S(=O)(Cc1ccco1)C1CN(S(=O)(=O)/C=C/c2ccccc2)C1,-14.0
O=C(c1c(F)cccc1Cl)N1CCSC(c2ccco2)CC1 (configuration not stated),8.0
NC(=O)c1ccccc1OCC#CCNC(=O)Cc1cccs1,2.0

# (further entries)
SMILES,SSB-PriA inh
CCN1C(=O)CCc2cc(NC(=O)c3ccc(Cl)cc3Cl)ccc21,25.0
O=C(Nc1ccc(Oc2ccccc2)cc1)C(=O)Nc1nccs1,-14.0
O=C(/C=C/c1ccccc1)Oc1ccccc1/C=N\Nc1ccc([N+](=O)[O-])cc1[N+](=O)[O-],4.0
CCNC(=O)NNC(=O)NC12CC3CC(CC(C3)C1)C2,-1.0
C#CCn1c(=NC(=O)C2COc3ccccc3O2)sc2cccc(C)c21 (configuration not stated),4.0
N#Cc1cccnc1OC1CCN(C(=O)c2ccc(-n3cccc3)cc2)CC1,14.0
COc1cc(NC(=O)CSc2ccc(NC(=O)C(C)C)nn2)cc(OC)c1,0.0
CCOc1ccc(C(=O)NCC2CCN(C(C)C)CC2)cc1OCC,-7.0
O=C1NC(=NNC(=O)c2cccc3ccccc23)S/C1=C\c1ccccc1OCc1ccccc1,4.4
Cc1cccc(NC(=O)C[C@@H]2Sc3ccccc3NC2=O)c1C,-17.0
CCCOc1ccc(S(=O)(=O)Nc2ccc3c(c2)N(CCOC)CCC3)cc1C,28.0
COc1ccc2c(c1)CCC[C@@]2(O)CNC(=O)c1ccsc1,2.0
COCCN1CCC(CNC(=O)c2cc(OC)cc(OC)c2)CC1,-10.0
Cc1ccc(-c2c(C(=O)NN=Cc3sccc3C)nnn2-c2nonc2N)cc1,-4.7
COc1ccc(-c2nc(CCNS(=O)(=O)c3ccc(NC(C)=O)cc3)cs2)cc1OC,-24.0
OCc1ccc(-c2ccccc2F)o1,-9.0
Cc1onc(-c2ccccc2Cl)c1C(=O)NCC(O)(c1ccco1)C1CC1 (configuration not stated),-2.0
Cc1nc(-c2cccs2)sc1C(=O)Nc1cc(N2CCCC2)ncn1,41.0
CCCc1cc(=O)[nH]c(SCc2ccc(C(=O)OC)cc2)n1,8.0
Cc1ccc(CNC(=O)Cn2c(C)nc3c(sc4cccc(F)c43)c2=O)cc1,-3.0
COc1ccc2sc(OC3CCN(C(=O)c4ccc(Br)o4)CC3)nc2c1,-5.0
Cc1cc(C(=O)N(Cc2ccsc2)C2CC2)no1,-5.0
S=c1[nH]nc(-c2ccncc2)n1N=Cc1ccccc1,7.4
COc1cc(S(=O)(=O)N2CCN(CCO)CC2)ccc1Br,-7.0
COC(=O)c1ccccc1NC(=O)CSc1nccnc1N1CCN(c2ccccc2OC)CC1,-6.0
CC(=O)N(C)Cc1nc2ccccc2n1CCCOc1c(C)cccc1C,-9.0
COc1ccc(Cn2c(CO)c[nH]c2=S)cc1,1.0
COc1ccc(C(=O)C(C#N)=NNc2cccc([N+](=O)[O-])c2)cc1,-1.4
CCCCS(CC1CC1(Cl)Cl)=NS(=O)(=O)c1ccc(C)cc1 (configuration not stated),-1.7
O=C(COc1ccc(F)cc1F)NCCOc1ccc(F)cc1,-28.0
Cc1cccc(N2CCN(CC(O)c3ccc4c(c3)OCO4)CC2)c1 (configuration not stated),-2.0
C=CCNC(=O)Cc1cc(=O)oc2cc(OC)ccc12,-6.0
O=C(Cc1cccc2ccccc12)N1CC(c2nc(-c3cnccn3)no2)C1,1.0
COc1cccc(CCNS(=O)(=O)CCCOc2ccc(F)cc2)c1,-8.0
COc1ccc(OC)c(NC(=O)Cn2nc(SC)c(S(=O)(=O)c3ccc(C)cc3)c2N)c1,-6.0
Cn1cc([N+](=O)[O-])c(C(=O)NN=Cc2ccncc2)n1,-5.1
COc1cccc(C(CNS(=O)(=O)c2cccc([N+](=O)[O-])c2)N2CCOCC2)c1 (configuration not stated),5.0
COC(=O)N1CCC(CNC(=O)Cc2ccc(SC(C)C)cc2)CC1,-21.0
COc1cc2sc(=NC(=O)c3ccc([N+](=O)[O-])s3)n(C)c2cc1OC,-4.0
NC(=O)c1ccc(NC(=O)[C@@H]2CSCCC(=O)N2)cc1,3.0
COc1cc(C(=O)N2CCN(c3nc(C)cc(N4CCCC4)n3)CC2)cc(OC)c1OC,-16.0
Cc1cccc(C)c1NC(=O)c1ccc(-c2ccc(Cl)c(Cl)c2)o1,-2.0
O=C(Cc1csc(NC(=O)NC2CCCCC2)n1)NCc1ccccc1Cl,-11.0
CN(Cc1ccco1)S(=O)(=O)c1ccc(C(=O)Nc2ccc3c(c2)OCCO3)cc1,28.0
COc1ccc(S(=O)(=O)NN=C(C)c2ccncc2)cc1OC,-12.0
CN1CCc2nc(N)c(C#N)c(-c3ccco3)c2C1,-8.0&-7.0
COc1ccc(OC)c(C=NN(C)c2ccccc2)c1,33.9
CC1CC(C)CN(C(=O)c2cc3cccnc3n(Cc3ccccc3)c2=O)C1 (configuration not stated),6.0
Cc1c(C(=O)N2CCCC(C)C2)c(C(F)(F)F)nn1C1CCCN(C)C1 (configuration not stated),-14.0
O=C1CN(Cc2ccccc2F)S(=O)(=O)c2ccccc2N1Cc1ccc(F)cc1,-5.0

# (cont.)
SMILES,SSB-PriA inh
C=CCOCC(O)CN1CCN(C)CC1 (configuration not stated),13.0
O=C(O)CCC(=O)N1N=C(c2ccc(Br)cc2)C[C@H]1c1cccc(Br)c1,-3.0
CC(/C=C/c1ccccc1)=NNc1ccccc1[N+](=O)[O-],21.3
NC(=O)C1CN(S(=O)(=O)C2CC2)C1,-5.0
CSC1CC2CCC(C1)N2C(=O)c1ccsc1 (configuration not stated),94.0*
O=C(Cn1c2ccccc2c2ncn(Cc3ccccc3)c(=O)c21)NCCC1=CCCCC1,-7.0
COc1ccccc1CNc1c(C#N)cnc2ccc(Cl)cc12,-25.0
Cc1cccc(S(=O)(=O)NCCc2csc3nc(-c4cccs4)nn23)c1,3.0
O=C(NN=Cc1ccccn1)c1[nH]c2ccc([N+](=O)[O-])cc2c1-c1ccccc1,1.3
C=CCn1c(=O)c2ccc(C(=O)N[C@@H](C)CC)cc2n2c(=O)[nH]nc12,1.0
COc1ccc2ccccc2c1C=NNC(=S)Nc1cc(S(=O)(=O)N2CCOCC2)ccc1N1CCOCC1,-0.8
NCCOc1ccc2nnc(-c3ccc(F)cc3)n2n1,2.0
CC(=O)Nc1ccccc1NC(=O)CC(C)=NNC(=O)c1cccnc1,-18.9
Cn1nc(CNC(=O)c2ccccc2C(F)(F)F)cc1C1CC1,-8.0
COc1ccc(C=c2sc3nc(=O)c(C)nn3c2=O)c(OC)c1,-7.8
O=C(NCCN1CCN(c2ccccc2F)CC1)C(=O)NCc1ccc(Cl)cc1,-14.0
CSc1ccc([C@@H](O)CNC(=O)C(=O)Nc2ccon2)cc1,-5.0
Cc1noc(CNC(=O)NCCCc2ccccc2)n1,4.0
CCOc1ncc(NC(=O)c2cccnc2)c(OCC)n1,-7.0
Cn1c(=O)[nH]cc(C(=O)N2CCN(c3ccccn3)CC2)c1=O,-10.0
COc1ccc(C2CC(=NO)C(C)(C)O2)cc1 (configuration not stated),-11.8
COc1cccc2sc(OC3CN(S(=O)(=O)c4cccs4)C3)nc12,8.0
CC1(C)Cc2cccc(OCC(=O)N3CC(c4nc(-c5cccs5)no4)C3)c2O1,-6.0
COc1ccc(Nc2nnc(-c3ccc(NC(=O)C(=O)NCc4ccccn4)cc3)s2)cc1,-12.0
CCOc1ccc(S(=O)(=O)Nc2ccc3c(c2)C(=O)N(C)c2cc(C)ccc2O3)cc1F,20.0
COC(=O)c1cccc(Cn2c(Cl)c(C=NNc3ccccc3C)sc2=O)c1,3.8
Cc1c(Cl)cccc1NC(=O)CSc1ccc(-c2ccncc2)nn1,-7.0
C=CCn1c(SCC(=O)Nc2cc(Cl)ccc2OC)nc2c([nH]c3ccccc32)c1=O,-19.0
O=C(Cn1c(=O)n(CCc2ccccc2)c(=O)c2sc3ncccc3c21)NCc1ccc(F)cc1,-25.0
Cc1nn(-c2ccccc2)c(N2CCCC2)c1C=NNC(=S)Nc1cc(C(F)(F)F)ccc1Cl,14.0
O=C(Cn1cnc2c(c1=O)CCCC2)Nc1ccc(Br)cc1F,-17.0
CCOCC(=O)N1CCC(c2ccsc2)CC1,-19.0
O=C(Nc1ccccc1)N1CCC(Oc2ccccn2)CC1,-8.0

# High-throughput results: PubChem BioAssay, Small Molecule Screening Facility, UW Madison
